Source: PubChem (The Scripps Research Institute Molecular Screening Center)
sPLA2-III inh = human group III sPLA2 inhibitors, primary screen, biochemical, QFRET, BODIPY PC-A2 liposome substrate | QFRET BODIPY PC-A2 liposome hydrolysis, fluorescence | inhibition, % at 12.2 µM | actives 0.56% (n = 370,000) | AID 743126, 2013;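 active = inhibition above mean plus 3 SD of compounds lying within the high and low control bounds, cut at about 19% in these data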;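 note: 0% = median of test compound wells and 100% = no enzyme DMSO wells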
FXN GAA850 act = FXN promoter activators, primary screen, cell-based, luciferase luminescence, HEK293 lucGAA850 | HEK293 lucGAA850 FXN promoter luciferase reporter, 24 h; percent of 10 µM SAHA response | activation, % at 6 µM | actives 0.56% (n = 360,000) | AID 540364, 2011;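 active = activation above the average of all compounds screened plus 3 SD, cutoff fixed separately per campaign, cut at about 7.5% in these data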;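 note: 0% = DMSO wells and 100% = 10 µM SAHA wells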
PLCg1 inh = PLC-gamma1 enzyme inhibitors, primary screen, biochemical, fluorescence, purified enzyme; 1-phosphatidylinositol 4,5-bisphosphate phosphodiesterase gamma-1 (Homo sapiens), P19174; fluorogenic substrate; inhibition, % at 12.2 µM; actives 0.84% (n = 370,000); in the data active = inhibition above about 9.5%
PLC-beta3 inh = human PLC-beta3 inhibitors, primary screen, biochemical, fluorescence | 1-phosphatidylinositol 4,5-bisphosphate phosphodiesterase beta-3 (Homo sapiens), Q01970 | Purified PLC-beta3, fluorogenic substrate | inhibition, % at 12.2 µM | actives 0.18% (n = 370,000); in the data active = inhibition above about 11%;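 note: 0% = median of compound wells on plate and 100% = full blocker control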
ADAM17 inh = ADAM17 inhibitors, primary screen, biochemical, QFRET; actives 0.83% (n = 370,000); recombinant ADAM17, EDANS/DABCYL FRET peptide cleavage; inhibition, % at 6.95 µM; AID 720648, 2013;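 active = inhibition above the mean of compounds lying between control limits plus 3 SD, set per campaign, cut at about 8.5% in these data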;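 note: 0% = DMSO-only wells as the low control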
ADAM10 inh = human ADAM10 inhibitors, primary screen, biochemical, QFRET, HTS | Disintegrin and metalloproteinase domain-containing protein 10 (Homo sapiens), O14672 | recombinant ADAM10, EDANS/DABCYL FRET peptide cleavage, 3 h | inhibition, % at 7 µM | actives 0.62% (n = 370,000);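 active = inhibition above a per-campaign cutoff equal to the mean of compounds falling between control-based bounds plus 3 SD, cut at about 20% in these data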;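 note: 0% = DMSO wells while the 100% control is not disclosed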
Target sequence (O14672 214-748 limits assumed): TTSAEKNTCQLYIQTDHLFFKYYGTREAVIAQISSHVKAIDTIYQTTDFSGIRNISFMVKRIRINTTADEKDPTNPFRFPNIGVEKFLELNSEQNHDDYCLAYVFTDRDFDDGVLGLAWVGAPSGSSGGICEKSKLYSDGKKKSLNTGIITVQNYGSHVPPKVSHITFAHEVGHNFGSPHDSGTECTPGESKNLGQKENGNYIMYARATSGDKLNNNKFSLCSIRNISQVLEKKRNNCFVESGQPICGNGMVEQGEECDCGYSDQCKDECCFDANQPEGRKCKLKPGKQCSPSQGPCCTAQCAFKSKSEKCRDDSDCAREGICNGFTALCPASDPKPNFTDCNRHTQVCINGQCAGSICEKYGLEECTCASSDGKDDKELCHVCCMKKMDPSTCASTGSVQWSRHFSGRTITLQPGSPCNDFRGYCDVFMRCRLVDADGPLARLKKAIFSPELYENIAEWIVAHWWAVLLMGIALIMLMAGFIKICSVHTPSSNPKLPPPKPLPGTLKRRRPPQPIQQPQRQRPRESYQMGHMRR
DAX1 inh-1 = DAX1 (NR0B1) inhibitors on StAR promoter, primary screen, cell-based, luminescence, SF-1 (NR5A1), full-length DAX-1 | HEK293T StAR-luciferase reporter, SF-1/DAX-1 repression relief | AID 652010, 2013 | actives 1.1% (n = 370,000) | inhibition, % at 6.8 µM;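 active = inhibition above the mean over all tested compounds plus 3 SD, cut at about 3.6% in these data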;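 note: 0% = DAX-1 cells with DMSO and 100% = cells lacking DAX-1 with DMSO; higher inhibition means more luminescence from relief of DAX-1 repression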
ssDAF12 agonist = S. stercoralis DAF-12 nuclear receptor activators, primary screen, cell-based, luminescence, HEK293, GRIP1 co-expression, lit1-tk-luc. activation, % at 6.8 µM. Nuclear hormone receptor DAF-12 (Strongyloides stercoralis). actives 1% (n = 370,000). HEK293 ssDAF-12/GRIP1 lit1-tk-luc reporter; % of 3 µM dafachronic acid response;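 active = activation above the mean over all tested compounds plus 3 SD, cut at about 0.9% in these data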;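 note: 0% = DMSO-only wells and 100% = 3 µM delta7-dafachronic acid wells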
hcDAF12 agonist = H. contortus DAF-12 nuclear receptor activators, primary screen, cell-based, luminescence, HEK293, lit1-tk-luc reporter; HEK293 hcDAF-12 lit1-tk-luc reporter; 0% DMSO, 100% Δ7-dafachronic acid; activation, % at 6.8 µM; actives 1.4% (n = 370,000);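 active = activation above the mean of all tested compounds plus 3 SD, cut at about 5.5% in these data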;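 note: 100% = response to 3 µM Δ7-dafachronic acid high control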
DAX1 inh-2 = DAX1 (NR0B1) inhibitors, primary screen, cell-based, HEK293, Gal4-DAX1, luciferase luminescence; HEK293 Gal4-DAX1 luciferase reporter; inhibition, % at 6.75 µM; actives 0.99% (n = 340,000); AID 504766, 2011;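 active = inhibition above the mean over all tested compounds plus 3 SD, cut at about 4.2% in these data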;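 note: 0% = DAX1-transfected cells with DMSO and 100% = empty-vector control cells with DMSO; inhibition shows as a rise in luminescence from relieved DAX1 repression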
Target sequence (P51843 207-470 limits assumed): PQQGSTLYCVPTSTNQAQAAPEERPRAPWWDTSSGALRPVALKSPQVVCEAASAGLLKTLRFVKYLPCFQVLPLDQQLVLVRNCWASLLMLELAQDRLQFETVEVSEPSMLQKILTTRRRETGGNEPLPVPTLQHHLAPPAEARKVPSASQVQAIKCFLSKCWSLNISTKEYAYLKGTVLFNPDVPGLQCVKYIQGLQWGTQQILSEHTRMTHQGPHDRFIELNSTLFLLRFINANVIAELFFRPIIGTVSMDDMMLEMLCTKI
hgDAF-12 ag = H. glycines DAF-12 receptor agonists, primary screen, cell-based, luminescence, HEK293, GAL4 fusion, UAS-luciferase; HEK293 GAL4-hgDAF12 UAS-luciferase reporter, agonist luminescence; normalized to butyrate control; activation, % at 6.8 µM; actives 1.8% (n = 370,000);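 active = activation above a cutoff set at the mean of all screened compounds plus 3 SD, cut at about 10% in these data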;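 note: 0% = DMSO wells and 100% = sodium butyrate wells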
* hit, by the source's call; i = inactive; / = no result given.

SMILES	sPLA2-III inh	FXN GAA850 act	PLCg1 inh	PLC-beta3 inh	ADAM17 inh	ADAM10 inh	DAX1 inh-1	ssDAF12 agonist	hcDAF12 agonist	DAX1 inh-2	hgDAF-12 ag
COc1ccc(/C=C(\NC(=O)c2ccc(OC)cc2)C(=O)Nc2ccccc2C(=O)O)cc1	-5	-1.4	5	-6	4	-1	1.1	-1.1	-0.5	1.6	6.6
CC(C)OCCCNS(=O)(=O)c1ccc2c(c1)oc(=O)n2C	-2	0.6	2	2	-2	-4	-1.1	-1.3	1.3	-1.4	-0.8
CCOc1ccc(C2=NNC(c3cccs3)=Nc3ccc(OC)cc32)cc1	-2	5.6	-11	-9	-2	-3	1.0	-0.6	-0.1	1.6	8.6
CN1CCCCC(NC(=O)C23CC4CC(CC(C4)C2)C3)C1=O (stereo not given)	15	/	4	-2	-5	-6	0.3	-1.2	0.1	/	-0.2
COc1ccc(N/C(C)=C/C(=O)c2ccccc2)cc1	5	4.8	2	0	-1	-1	0.7	0.3	1.4	0.0	-1.0
C=CCC1(N(C(C)=O)c2ccccc2)CCCCC1	4	1.1	1	4	-2	2	0.4	-1.7	1.0	1.4	-1.1
O=C(C1CCCN(S(=O)(=O)c2cccs2)C1)N1CCc2ccccc2C1 (stereo not given)	4	0.7	-1	3	-3	-1	-0.2	-1.2	-0.2	0.1	0.7
CCCCn1nnnc1C(c1cccc2ccccc12)N1CCN(C/C=C/c2ccccc2)CC1 (stereo not given)	-14	/	2	-1	-1	0	-0.8	-0.8	-2.7	/	0.8
CC1=C(C(=O)N2CCOCC2)C(c2ccc(-c3ccccc3)cc2)NC(=S)N1 (stereo not given)	12	2.8	1	-3	-2	3	1.1	-2.1	0.2	-0.3	1.8
CC(=O)c1ccc(NC(=O)C(C)Sc2nnc3ccccn23)cc1 (stereo not given)	-2	-2.2	-2	-3	-2	-5	0.1	-1.1	-1.1	-0.3	1.6
Cc1cnc(CNC(=O)c2ccc3sc([C@H]4C[C@H](O)[C@@H](CO)O4)nc3c2)cn1	4	1.0	10*	9	8	4	1.0	-0.6	-0.9	/	-0.2
CC(C)=N/N=C1/NC(=O)C(c2ccc(Cl)cc2)S1 (stereo not given)	-10	-3.0	-11	-12	2	7	0.9	-0.3	-0.7	-0.5	1.2
Cc1onc(-c2ccccc2Cl)c1C(=O)N(C)Cc1ccccc1	-4	0.5	3	-4	1	10	1.0	-1.4	-2.5	1.3	-1.1
Cc1ccc(-c2nn(C)c(=O)c3ccccc23)cc1S(=O)(=O)NCCN1CCOCC1	4	-1.2	-1	0	-2	-3	-0.4	-1.1	0.2	0.4	-0.7
C/C(=N\NC(=O)c1nnn(-c2nonc2N)c1CN1CCCCC1)c1ccccc1O	-10	2.8	2	0	0	1	-0.3	-1.4	-0.1	-0.5	-0.5
Cc1ccc(C(C)C)c(OCC(=O)Nn2c(=O)[nH]c3ccccc3c2=O)c1	-6	0.9	1	-4	-2	-11	-0.5	-1.0	-0.5	-0.8	-2.0
CS(=O)(=O)N(CC(=O)N1CCN(Cc2ccccc2)CC1)c1ccccc1Br	0	1.6	-2	-10	-1	3	-0.4	-0.3	3.4	-0.7	10
O=C(Cn1nc(C(F)(F)F)c2c1CCCC2)Nc1ccc2c(c1)OCO2	-9	-1.5	1	-2	1	5	-1.1	-1.6	-0.2	2.4	-0.4
NS(=O)(=O)c1ccc(CCNC(=O)c2ccccc2Cc2ccccc2)cc1	4	-0.5	0	-4	-3	-8	-3.2	-0.3	-2.5	0.5	0.0
COc1ccc2c(c1)-c1nc(/N=C/c3c(O)ccc4ccccc34)sc1CC2	-7	1.4	-44	-55	-12	-56	-1.1	-1.3	-0.8	0.7	-0.3
CCN(CC(=O)Nc1c(F)cccc1F)C(=O)CNC(=O)c1ccc(Br)o1	10	-0.4	1	-6	-2	-10	0.3	-1.1	0.5	0.6	1.3
Cc1c(C(=O)CN2CCCC(C)(C)C2)c2ccccc2n1C	-4	0.9	-3	-3	-1	-4	-0.1	-1.4	2.0	1.2	-2.5
CN(c1ccccc1C(=O)N1CCN(c2ccccc2F)CC1)S(=O)(=O)c1ccccc1	3	-2.3	1	-5	0	4	-1.1	-1.1	-0.7	-0.3	3.2
COc1ccc(CCC(=O)NCc2ccco2)cc1	-1	1.8	0	0	-2	-2	1.2	-0.6	-1.4	2.1	-0.4
Cc1nc2cc(NC(=O)N3CCC(c4ccccc4)C3)ccc2n1C (stereo not given)	9	3.8	-4	-44	-7	-1	1.3	-1.2	-1.8	-0.1	4.6
N#Cc1ccc(-c2ccc(F)cc2)nc1Sc1ccccc1	2	-1.8	-3	-20	-6	-1	-0.7	-1.7	-1.4	-1.5	2.2
C/C(=N\OCC(=O)Nc1c(C)cc(C)cc1C)c1ccc2c(c1)OCCO2	-5	1.1	1	2	-1	-2	-0.5	-1.9	-0.1	-0.1	-2.1
CCCc1cc(C(=O)N2CCCC(Nc3ccc(C)c(C)c3)C2)n(C)n1 (stereo not given)	1	1.7	-3	-6	-1	-1	0.2	-1.3	-0.4	0.7	0.4
O=C(NCc1ccc(Cl)cc1)OCCN1C(=O)CCC12CCC(c1ccccc1)CC2 (stereo not given)	1	/	0	2	3	5	-1.3	-1.0	-1.3	/	-1.2
Cc1nc(SCC(=O)NC(C)(C#N)C2CC2)c2c(-c3cccs3)csc2n1 (stereo not given)	-4	2.5	-5	-2	1	-3	-0.2	-1.7	-1.7	0.2	-2.1
COc1cccc(CNC(=O)CN(C)S(=O)(=O)c2ccc(Br)s2)c1	-1	0.0	1	-8	-4	3	0.1	-1.2	-2.8	10*	0.0
COc1ccc(N2CCN(C(=O)CNC(=O)c3ccc(Br)o3)CC2)cc1	4	0.7	0	-3	2	-5	-0.4	-1.7	-2.6	-0.9	1.7
Cc1ccc(C(=O)OCC(=O)NC2CC2)s1	11	0.3	3	2	-5	-8	-0.5	-1.2	-0.6	-1.1	-0.6
COc1ccc(CC(=O)N/N=C/c2cc(Br)cs2)cc1OC	3	0.3	6	-5	2	16	-0.2	-1.4	-3.2	-1.5	-0.8
Cc1nn(-c2ccccc2)c(Cl)c1C(=O)N(C)CC(=O)Nc1cccc(F)c1	8	0.0	-4	-4	-1	-10	-2.2	-1.8	-1.8	-2.1	-4.0
O=[N+]([O-])c1ccc(-c2nc(NCC3CCCO3)c3ccccc3n2)cc1 (stereo not given)	-2	1.9	-1	-9	-2	0	-0.7	-0.7	-1.2	0.4	0.0
COCCNc1ccnc2c(Cl)cccc12	13	1.2	2	-3	-2	-21	-0.1	-1.5	1.0	0.9	0.1
Cc1nn(CCc2nn[nH]n2)c2nc(C(F)(F)F)cc(C(F)(F)F)c12	5	0.7	-206	-300	-265	i	0.2	-1.7	-1.2	0.7	1.1
CCc1ccc(CN(C)CC(=O)Nc2ccc3c(c2)CCC3)cc1	4	-0.5	0	-4	-4	7	-0.6	-1.6	-0.6	0.5	1.0
O=C(C1CCN(S(=O)(=O)c2cccc3nsnc23)CC1)N1CCc2ccccc21	-12	1.5	-3	-3	1	2	-1.2	-1.7	-1.2	-1.5	-1.1

Some values from the entries so far:
For DAX1 inh-1, O=C(C1CCN(S(=O)(=O)c2cccc3nsnc23)CC1)N1CCc2ccccc21 has the entry -1.2
For ADAM17 inh, COc1ccc(CC(=O)N/N=C/c2cc(Br)cs2)cc1OC has the entry 2

(listing goes on)
SMILES	sPLA2-III inh	FXN GAA850 act	PLCg1 inh	PLC-beta3 inh	ADAM17 inh	ADAM10 inh	DAX1 inh-1	ssDAF12 agonist	hcDAF12 agonist	DAX1 inh-2	hgDAF-12 ag
CCOC(=O)c1sc(NC(=O)c2c(C)nn(Cc3ccccc3)c2C)cc1C	-26	-0.8	-10	-12	4	10	-1.1	-1.1	-2.8	-0.3	-1.1
COc1ccc(CNCC(=O)Nc2cc(OC)cc(OC)c2)cc1	-2	2.5	1	-1	-4	-3	-0.3	-1.0	-2.2	0.2	-0.2
C/C(CC(=O)Nc1cccc(Cl)c1Cl)=N\NC(=O)c1ccccc1Br	-8	0.7	-2	-7	-4	-4	0.8	-0.6	2.0	2.2	3.0
CCOC(=O)C1=C(CS(=O)(=O)c2ccc(C)cc2)NC(=O)NC1c1cc(OC)c(OC)c(OC)c1 (stereo not given)	-2	-0.1	1	-6	-3	5	-0.2	-1.1	-2.7	0.2	0.9
O=C(COC(=O)c1cc(=O)[nH]c2ccccc12)NC1CCCC1	4	0.7	-84	-94	-23	-76	0.1	-0.4	2.3	/	1.2
Cc1ccc(S(=O)(=O)N2CCOC23CCN(C(=O)c2ccc(Cl)cc2Cl)CC3)cc1	-9	-0.4	0	2	2	7	1.3	-1.4	-3.9	-1.1	-2.1
O=C(COC(=O)C1(c2ccccc2F)CCCC1)N1CCOCC1	0	-1.3	6	4	-1	4	-0.1	-0.7	-0.2	0.5	-0.7
CCCCN(C)Cc1c(O)ccc2c(-c3ccccc3)cc(=O)oc12	5	-2.1	i	i	-52	-163	0.1	-1.3	-1.1	-0.6	1.8
O=[N+]([O-])c1ccc2nonc2c1Nc1cccc(F)c1	8	5.6	-2	-4	-1	1	-0.3	-1.0	-2.4	-0.5	-1.2
CCCCOC(=O)c1ccc(NC(=O)COC(=O)CSc2nc(C)cc(C)n2)cc1	-25	2.9	2	1	1	7	0.5	-1.0	0.8	-0.7	5.3
COc1ccnc(N=CNOCc2ccc(C)cc2)c1C#N	3	2.8	-1	2	0	10	-0.1	-1.2	-0.2	0.6	2.8
CCn1cc(CN2CCCC(C(=O)Nc3cccc(-c4cc5ccccc5[nH]4)c3)C2)cn1 (stereo not given)	-13	-0.5	-2	-8	-9	-6	-1.4	-1.5	0.1	0.5	-0.2
CCn1cnc2cc(NS(=O)(=O)c3ccc(OC)c(OC)c3)ccc21	0	-0.6	7	-2	-1	13	0.1	-0.6	-1.6	-0.3	-1.8
CCOC(=O)C(NC(=O)c1cccc(Cl)c1)(OCc1ccccc1)C(F)(F)F (stereo not given)	-2	-5.5	1	4	5	12	-0.1	-1.2	3.4	0.6	-0.4
COc1ccc(OC)c(NC(=O)C2(C)CCN2C(=O)C2(c3ccc(Cl)cc3)CCC2)c1 (stereo not given)	-3	2.2	-1	2	6	11	-1.7	-1.6	0.7	/	0.0
